M1 antag – antagonists of rat M1 muscarinic receptor. CHO-M1 cells, Fluo-4 calcium, ACh EC80 antagonist mode; stronger effect = lower value. B-score at 10 µM. P08482. actives 3.4% (n = 64,000). AID 628;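 active = calcium fluorescence response, raw or row-and-column corrected B-score, differing from the plate sample mean either way at a set confidence level, mostly lower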
S1P1 ag pot – agonists and agonism potentiators of human S1P1 receptor | S1P1 CRE-bla cells, forskolin, beta-lactamase FRET, potentiator mode; S1P1 agonist co-added at EC20, 2 nM; 100% = saturating reference agonist, 0% = basal | actives 0.57% (n = 56,000) | AID 449 | activation, % at 9.5 µM;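 active = activation above a cutoff set at the mean activation of all tested compounds plus 3 SD, cut at about 54% in these data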;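 also: forskolin at 4 µM as EC80 and the EC20 agonist is SEW2871; 100% = SEW2871 at its EC100 plus forskolin at EC80; some compounds past the cut are filed as inactive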
5HT1E ag – activates the human 5-HT1E serotonin receptor. actives 0.69% (n = 65,000). activation, % at 6 µM. CHO 5-HT1E Ga15 NFAT-bla reporter, FRET; 0% DMSO wells, 100% control agonist wells;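 active = activation above a set limit, the screen-wide mean activation plus 3 SD, cut at about 8.5% in these data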;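 also: 100% = positive control agonist at 1 µM giving full maximal response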
M1 ag – agonists of M1 muscarinic receptor; CHO-M1 cells, Fluo-4 calcium fluorescence, agonist mode; stronger effect = higher value; B-score at 10 µM; actives 3% (n = 64,000); AID 626;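 active = fluorescence rise, raw or as B-score row- and column-corrected plate score, outside the 99.7% band of its plate's samples, either direction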
Her2 expr inh – inhibitors of human Her2 kinase expression | P04626 | SKBR-3 HER2 protein level, AlphaScreen, 18-24 h; stronger effect = lower value | HER2 level % of control, % at 10 µM | actives 0.69% (n = 65,000) | AID 645;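 active = HER2 level under 5% of the carrier-only control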;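 also: 100% = DMSO carrier and 0% = 500 nM PU-H71 HSP90 inhibitor; lower value means stronger loss of Her2 protein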
Target sequence (P04626 whole entry, looked up): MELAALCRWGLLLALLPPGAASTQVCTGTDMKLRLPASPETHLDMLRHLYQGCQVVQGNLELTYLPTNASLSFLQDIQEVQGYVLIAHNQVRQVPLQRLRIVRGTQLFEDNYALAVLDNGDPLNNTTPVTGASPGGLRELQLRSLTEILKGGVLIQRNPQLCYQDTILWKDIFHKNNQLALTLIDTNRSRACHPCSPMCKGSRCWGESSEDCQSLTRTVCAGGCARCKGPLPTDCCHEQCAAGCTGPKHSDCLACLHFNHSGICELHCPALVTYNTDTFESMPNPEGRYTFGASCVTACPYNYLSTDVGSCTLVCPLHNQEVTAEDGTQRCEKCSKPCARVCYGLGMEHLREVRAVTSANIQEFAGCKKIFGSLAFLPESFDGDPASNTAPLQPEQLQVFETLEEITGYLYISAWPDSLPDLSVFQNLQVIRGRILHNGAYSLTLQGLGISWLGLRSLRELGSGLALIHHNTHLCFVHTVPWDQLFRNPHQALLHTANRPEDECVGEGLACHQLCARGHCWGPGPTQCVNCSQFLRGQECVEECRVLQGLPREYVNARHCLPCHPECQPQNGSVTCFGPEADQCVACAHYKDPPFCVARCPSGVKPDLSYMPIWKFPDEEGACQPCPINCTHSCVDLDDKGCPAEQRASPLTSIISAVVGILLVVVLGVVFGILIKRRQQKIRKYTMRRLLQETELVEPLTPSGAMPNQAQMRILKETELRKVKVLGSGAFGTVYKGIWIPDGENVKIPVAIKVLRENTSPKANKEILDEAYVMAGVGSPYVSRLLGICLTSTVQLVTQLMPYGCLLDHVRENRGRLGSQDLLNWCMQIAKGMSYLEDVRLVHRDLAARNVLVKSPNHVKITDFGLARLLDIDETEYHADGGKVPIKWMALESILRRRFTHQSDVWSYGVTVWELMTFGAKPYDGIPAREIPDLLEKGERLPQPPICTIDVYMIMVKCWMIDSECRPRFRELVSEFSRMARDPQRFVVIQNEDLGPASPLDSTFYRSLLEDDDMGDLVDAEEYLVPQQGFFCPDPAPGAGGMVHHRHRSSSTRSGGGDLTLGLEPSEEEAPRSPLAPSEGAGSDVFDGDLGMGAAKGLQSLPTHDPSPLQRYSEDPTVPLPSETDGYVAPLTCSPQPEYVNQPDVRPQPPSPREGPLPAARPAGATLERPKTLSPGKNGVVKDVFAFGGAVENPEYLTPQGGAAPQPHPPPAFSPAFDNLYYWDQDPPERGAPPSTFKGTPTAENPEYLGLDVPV
HEK293 NFkB inh – inhibitors of the PMA/ionomycin-induced NF-kB reporter in HEK293 cells; actives 0.21% (n = 62,000); AID 465; HEK-293 NF-kB luciferase reporter, luminescence; inhibition, % at 3 µM;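 active = inhibition above the mean of all tested compounds plus 3 SD, cut at about 40% in these data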;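 also: 0% = stimulated DMSO wells and 100% = 10 µM reference inhibitor 5653914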
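Reagent: PMA plus ionomycin mix as NF-kB-activating stimulus. Assay system: NF-kB luciferase reporter HEK-293 cells. Technique: luminescence from luciferase substrate reagent. Incubation: 1 h compound pre-incubation, 16 h PMA/ionomycin at 37 °C. Benchmarks: DMSO only as uninhibited control, 10 µM reference inhibitor as full inhibition. Repeats: tested once.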
S1P3 ag – agonists of human S1P3 receptor; S1P3 NFAT-BLA reporter cells, agonism, FRET ratio; relative to 1 µM S1P, basal subtracted; actives 0.1% (n = 60,000); activation, % at 4.5 µM; AID 373;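 active = activation above the screen-wide mean plus 3 SD, cut at about 4.5% in these data, passing the limit was not always enough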; also: some compounds called inactive have numbers as strong as hits
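Assay system: CHO cells stably expressing human S1P3, Gα16 and NFAT-β-lactamase reporter. Timing: overnight plating, 4 h compound 37 °C, 2 h substrate RT. Signal: β-lactamase FRET emission ratio 460/535 nm. Measure: percent activation versus median 1 µM S1P response, basal-subtracted, per plate. Repeats: primary screen single test, confirmation screen in triplicate.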
Jurkat viability – cytotoxicity toward Jurkat cells; actives 1.2% (n = 56,000); Jurkat E6.1 viability, ATP luminescence, 48 h; inhibition, % at 4 µM;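 active = inhibition above the mean inhibition of all tested compounds plus 3 SD, cut at about 28% in these data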
HTR1E antagonist – blocks the human 5-HT1E serotonin receptor. CHO 5-HT1E Ga15 NFAT-bla reporter, FRET, antagonist. inhibition, % at 6 µM. actives 0.99% (n = 65,000). AID 571;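 active = inhibition above a set limit, the mean inhibition across every tested compound plus 3 SD, cut at about 29% in these data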;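 also: signal is the 460 over 535 nm emission ratio of beta-lactamase substrate; 0% = agonist plus DMSO wells and 100% = wells without agonist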
* marks the source's active call; other numbers are inactive results; . = not tested or not shown.

The first 6 entries, to show the layout:
Screens in order: 5HT1E ag	HEK293 NFkB inh	Jurkat viability	S1P3 ag	Her2 expr inh	S1P1 ag pot	M1 antag	HTR1E antagonist	M1 ag
COCCN(C(=O)Cn1nnc2ccccc21)C(C(=O)NC1CCCC1)c1cc(OC)ccc1OC (centres undefined)
 : 0.4	-4	3	-0.3	104	0	0.7	1	-0.0044
COc1ccc(C(=O)N(Cc2ccco2)Cc2cccs2)c(O)c1
 : -1.4	12	2	-1.0	71	0	0.3	4	-0.03
COc1ccc(C2(C(=O)NCCCN(C)C)CCOCC2)cc1
 : 2.4	14	-9	-0.1	71	-25	0.24	-5	2.6
CS(=O)(=O)NCCSCc1ccc(Cl)cc1
 : -0.6	5	.	.	94	.	0.54	-7	1
Brc1cccc(-c2nnc3sc(CN4CCCCC4)cn23)c1
 : -1.7	18	6	-1.4	73	-9	0.038	6	0.12
O=C(NC1CCCCC1)N1CCC(c2nc3ccccc3[nH]2)CC1
 : 1.2	11	-1	-0.5	91	5	0.048	-11	-0.14

The whole of this part, from the start:
Screens in order: 5HT1E ag	HEK293 NFkB inh	Jurkat viability	S1P3 ag	Her2 expr inh	S1P1 ag pot	M1 antag	HTR1E antagonist	M1 ag
COCCN(C(=O)Cn1nnc2ccccc21)C(C(=O)NC1CCCC1)c1cc(OC)ccc1OC (centres undefined)
 : 0.4	-4	3	-0.3	104	0	0.7	1	-0.0044
COc1ccc(C(=O)N(Cc2ccco2)Cc2cccs2)c(O)c1
 : -1.4	12	2	-1.0	71	0	0.3	4	-0.03
COc1ccc(C2(C(=O)NCCCN(C)C)CCOCC2)cc1
 : 2.4	14	-9	-0.1	71	-25	0.24	-5	2.6
CS(=O)(=O)NCCSCc1ccc(Cl)cc1
 : -0.6	5	.	.	94	.	0.54	-7	1
Brc1cccc(-c2nnc3sc(CN4CCCCC4)cn23)c1
 : -1.7	18	6	-1.4	73	-9	0.038	6	0.12
O=C(NC1CCCCC1)N1CCC(c2nc3ccccc3[nH]2)CC1
 : 1.2	11	-1	-0.5	91	5	0.048	-11	-0.14
CCOc1ccccc1C(=O)Nc1cc(=O)n(C)c(=O)n1C
 : 0.7	13	1	0.1	90	-23	0.19	3	-0.42
COc1ccc(S(=O)(=O)N2CCN(Cc3ccccc3)CC2)cc1
 : -0.3	4	-1	-1.2	113	3	-1	12	0.00096
Cc1nnc(NC(=O)Nc2cccc(Cl)c2)s1
 : -0.8	-7	-4	0.1	100	33	-0.028	10	-0.57
O=c1c2ccccc2nnn1Cc1ccccn1
 : 0.3	17	8	-1.2	68	-4	-0.074	-6	0.13
COc1cc(NC(=O)c2onc(C)c2Cl)c(OC)cc1Cl
 : 3.6	10	2	-0.4	96	-10	0.19	11	0.056
CCn1c(SCC(=O)Nc2nccs2)nnc1-c1ccncc1
 : 0.1	17	0	-0.4	100	-1	0.02	-5	-0.04
Cc1cc2nnc(SC3CCOC3=O)n2c2ccccc12 (centres undefined)
 : 0.6	11	.	.	115	.	0.39	-2	0.0075
CN(C1CCCCC1)S(=O)(=O)c1ccc(S(=O)(=O)N2CCCC2)cc1
 : -0.9	7	4	-0.5	82	13	-3.3*	21	0.3
O=c1ccn(Cc2ccccc2Cl)cc1
 : 0.1	10	-2	-0.8	94	-1	-0.067	-6	1.5
Cc1ccccc1N(CC(=O)NCc1ccc2c(c1)OCO2)C(=O)CCC(=O)Nc1ccccn1
 : 0.5	7	-8	-0.4	71	-42	-0.35	-6	-1.1
CC(C)(C)NC(=O)CN(C(=O)CS(=O)CC(=O)Nc1ccc(F)cc1)c1ccc(Cl)cc1 (centres undefined)
 : -1.1	20	11	-0.8	98	10	0.067	14	-0.5
COCC(=O)NC1CCN(C(=O)NCc2ccccc2)CC1
 : 1.8	7	.	.	103	.	0.14	-17	0.24
COC(=O)c1[nH]c2ccc(Cl)cc2c1NC(=O)C1CC1
 : -1.3	.	.	-4.8	105	-2	-0.0022	3	-0.34
Cc1ccc(C)c(NC(=O)c2nnn(Cc3ccccc3)c2N)c1
 : -0.8	2	1	-1.1	98	33	-0.18	11	0.67
Cc1occc1C(=O)N1CCN(c2ncccn2)CC1
 : 0.5	-6	-6	-0.4	88	-15	1.5	1	-0.8
COc1ccc(C)cc1NC(=O)CSc1nnnn1Cc1ccccc1
 : -0.2	9	-6	-1.2	95	-14	0.98	5	0.049
CCCSCCCNC(=O)Cn1cc2c(n1)CCC(C)C2 (centres undefined)
 : 0.6	20	-2	-0.9	93	-33	0.39	-5	-0.9
Cc1ccc2c(c1)NCCO2
 : 0.1	8	.	.	138	.	-0.56	7	-0.43
O=C(Nc1nc2ccc(S(=O)(=O)N3CCCC3)cc2s1)C1CCCCC1
 : 2.3	10	93*	-0.3	85	-9	1.2	18	0.076
Cc1ccc(CN(c2ccc(C(=O)N3CCCC3)cc2)S(C)(=O)=O)cc1
 : -0.5	10	1	-1.0	109	-13	0.42	-5	0.86
CCC(OC(=O)c1cccs1)C(=O)NCc1ccc2c(c1)OCO2 (centres undefined)
 : -0.2	7	2	-0.3	90	-3	-0.8	3	-0.59
C/C(=N\O)C(C)/[N+]([O-])=C/c1nc(C)c(C)n1O (centres undefined)
 : 0.0	2	-4	1.1	93	0	0.79	-2	-0.3
Oc1ccccc1OCc1nc2ccccc2s1
 : -0.2	19	-2	-0.4	121	-13	1.6	-2	-0.47
CCOC(=O)CNC(=O)CSc1nc(N)cc(N)n1
 : 0.7	-2	-8	-0.2	122	1	0.093	-5	-0.53
CCCOc1cccc(C(=O)N(Cc2cccs2)C2CCS(=O)(=O)C2)c1 (centres undefined)
 : 0.4	14	0	-0.1	83	-18	-0.53	-3	0.56
Cc1ccccc1Cn1nc(C)c(NC(=O)c2noc3c2CCc2ccccc2-3)c1C
 : -0.1	11	2	-1.7	89	20	-0.17	-5	0.24
O=C(NCc1ccco1)c1ccc2c(c1)C(=O)N(Cc1ccccc1)C2=O
 : -1.3	7	12	-2.0	126	28	0.89	16	0.15
COc1ccc(Cn2c(C3CC3)nc3ccc(NC(C)=O)cc3c2=O)cc1
 : 1.0	-41	5	-0.6	63	0	0.56	10	-0.19
CC1Cc2nc(SCC(=O)Nc3ccc(F)cc3)n(C)c(=O)c2S1 (centres undefined)
 : -1.0	3	1	-0.3	82	-13	-2.1	-1	-0.89
O=C(/C=C\Nc1ccccn1)c1ccc(Cl)cc1
 : 0.5	-35	0	-0.6	78	6	-0.0069	-3	0.12
CCOc1cc(-c2noc(CCC(=O)N3CCOCC3)n2)ccc1OC
 : -0.2	19	-6	-0.2	90	-19	0.014	8	0.76
O=C(CCN1CCCCC1)Nn1c(=S)[nH]c2ccccc2c1=O
 : -0.5	4	9	-0.1	122	3	1.1	4	0.79
CCOc1ccc(C2N(c3cc(Cl)ccc3OC)C(=O)C3CCCN32)cc1OC (centres undefined)
 : -0.3	-3	3	-1.7	107	-6	0.7	0	0.18
O=S(=O)(Nc1ncnc2sc3c(c12)CCC3)c1ccc(Cl)s1
 : -0.5	6	2	-0.1	68	19	-0.64	2	-0.37
CCn1c(COc2ccccc2C)nnc1SCC(=O)CC(=O)Nc1ccccc1OC
 : 1.2	16	-5	-0.2	73	-12	0.52	-2	1.8
Cc1ccsc1C(=O)OCC(=O)Nc1sccc1C(N)=O
 : -0.4	0	0	0.5	97	-13	-0.021	-1	1.3
COc1ccc(-n2cnnc2SCC(=O)N(C)C2CCS(=O)(=O)C2)cc1 (centres undefined)
 : -0.3	18	2	0.0	96	-45	0.044	-12	-0.19
CC1(C)CC(NC(=O)CC2CCCCC2)CC(C)(C)N1
 : 0.2	15	-8	0.5	95	8	0.81	-7	0.85
COc1ccc(OCc2nnc(SC(C)C(=O)Nc3nccs3)n2-c2ccccc2)cc1 (centres undefined)
 : -0.1	5	12	-1.4	90	0	0.74	1	-0.6
CC1CCc2nn(CC(=O)NCc3ccco3)cc2C1 (centres undefined)
 : -0.3	6	-4	-0.6	106	-21	-0.96	24	-0.48
O=C(NCCSc1ccccc1)c1cccnc1
 : 0.0	-19	4	-1.5	140	10	0.83	-2	-1.2
CCN(Cc1ccccc1)C(=O)CC1Oc2ccccc2NC1=O (centres undefined)
 : 0.6	8	-7	-0.6	95	-11	-0.87	-7	-0.18
COc1ccc(OC)c(NC(=O)CSc2nc(N)c(-c3ccccc3)c(=O)[nH]2)c1
 : -0.2	7	5	-0.8	86	.	0.68	4	0.15
CC1(C)CC(=O)C2=C(C1)N=C1SCCC(=O)N1C2c1ccccc1 (centres undefined)
 : 0.9	10	6	-1.0	79	-17	0.48	-1	0.055
CCCOc1ccccc1NC(=O)c1ccc(N)cc1
 : 0.2	4	0	-0.2	78	-15	-1.1	-8	-0.35
c1ccc2c(c1)OCC(c1nn3cnnc3s1)O2 (centres undefined)
 : -2.3	0	-3	-0.3	86	12	.	11	.
CC(=O)N=c1sc2nc3ccccc3nc2n1N(C(C)=O)C(C)=O
 : 0.6	-9	-7	0.4	93	-13	0.42	2	-0.055
O=C(CNC(=O)c1ccco1)NCC(=O)OCc1cccc(C(=O)Oc2ccccc2)c1
 : 0.2	5	2	-0.7	123	2	0.55	2	0.12
C=CCc1ccc(OCCCCCN2CCOCC2)c(OC)c1
 : 0.3	12	7	-0.4	120	12	-7*	3	0.7
CC1CCN(c2nc(-c3ccncc3)nc3ccccc23)CC1
 : 2.2	-5	4	-1.9	56	-72	-0.68	-2	-0.88
O=C(CSc1nnc(CN2CCOCC2)n1-c1ccccc1)Nc1ccc(Cl)cc1
 : 0.8	9	8	-0.5	98	5	1.1	-4	-0.45
CCOC(=O)COc1ccc(S(=O)(=O)N2CCc3ccccc3C2)cc1
 : -1.4	9	-6	-0.6	94	-16	0.047	8	0.36
CCOC(=O)c1sc2ncn(C(C)C(=O)OC)c(=O)c2c1C (centres undefined)
 : 0.1	3	-4	-0.7	88	-8	0.009	-1	-0.49
Cc1csc(NC(=O)CCN2C(=O)c3ccccc3S2(=O)=O)n1
 : 0.8	12	-2	-1.0	132	4	.	8	.
O=C(Nc1nc(-c2cccs2)cs1)c1ccc(S(=O)(=O)N2CCCCC2)cc1
 : 1.7	11	31	-1.4	28	43	-0.56	-12	0.1
CCOC(=O)c1sc(NC(=O)C2CCCO2)c(C(=O)OC)c1C (centres undefined)
 : 0.5	12	-7	-0.8	93	.	0.085	-7	-0.42

Sorted by value in S1P1 ag pot (low to high): three of the compounds above.
SMILES	S1P1 ag pot
CC1CCc2nn(CC(=O)NCc3ccco3)cc2C1 (centres undefined)	-21
O=C(NCCSc1ccccc1)c1cccnc1	10
Cc1ccccc1Cn1nc(C)c(NC(=O)c2noc3c2CCc2ccccc2-3)c1C	20

Assay outcomes deposited in PubChem BioAssay by several laboratories.
